Source: PubChem BioAssay
HTT cytoprotect: cytoprotection in Huntington HTT-Q103 PC12 cell model; PC12 HTT-Q103 induced, cytoprotection, ATP luminescence, 40 h; Potency, µM (top dose mostly 56.4 µM), for the others: cytoprotection (ATP increase), hits mostly activators; actives 0.14% (n = 230,000);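 also: % of control where 0% means no effect; nearly all actives have a fitted effect of over 45% in size; toxic huntingtin expression switched on by the ecdysone agonist tebufenozide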
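Compounds added alongside 100 nM tebufenozide, which induces toxic Q103 huntingtin exon 1-GFP in stable PC12 cells; surviving cells quantified by luminescent ATP measurement. Medium: phenol red-free DMEM, 5% equine and 5% calf serum.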
Tau fibril FP: tau fibrillization inhibition (FP); P10636; K18 P301L tau heparin fibrillization, Alexa594 FP, 6 h; Potency, µM (highest dose often 57.7 µM), for the others: at the top dose activity, negative = inhibition, most hits filed as inhibitors; actives 0.39% (n = 280,000); also: % is scaled to controls: 0 for no effect and ±100 for the full control effect; nearly all actives have a fitted effect of over 55% in size
Target sequence (P10636 561-689 P618L limits assumed): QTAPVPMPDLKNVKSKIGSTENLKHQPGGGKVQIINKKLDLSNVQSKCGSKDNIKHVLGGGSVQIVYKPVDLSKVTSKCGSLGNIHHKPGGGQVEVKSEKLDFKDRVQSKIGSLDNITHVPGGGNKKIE
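Compound effects on tau fibrillization are measured by Alexa 594 fluorescence polarization (ex 555, em 632 nm). K18 P301L tau is used at 15 uM with 0.24 uM labeled tracer, and 20 uM heparin induces aggregation over 6 hr at 37 C.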
Tau fluor cs: counter-screen for tau fibril formation inhibitors; tau K18 P301L Alexa594 fluorescence, heparin fibrillization; Potency, µM (titrated, usually from 57.7 µM), inactives show at the top dose activity change, negative = decrease; actives 0.93% (n = 280,000); AID 1463; also: % is scaled to controls: 0 for no effect and ±100 for the full control effect; nearly all actives have a fitted effect of over 55% in size
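Human tau K18 P301L (15 uM unlabeled, 0.24 uM Alexa 594-labeled) in 100 mM sodium acetate pH 7 with 20 uM heparin, 6 hr at 37 C. ThT 30 uM added, 1 hr ambient; Alexa 594 FP and total fluorescence read at 555/632 nm.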
JMJD2E inh: JMJD2E (human) inhibition. actives 1.6% (n = 230,000). Potency, µM (titrated, usually from 57.1 µM), without a hit: top-dose activity change, negative = inhibition, usual class: inhibitors. JMJD2E catalytic domain, FDH-coupled NADH fluorescence (FDH is formaldehyde dehydrogenase); active = well fitted inhibition curve with a large enough effect, not every such curve was filed as active; inconclusive = small, poorly fitted or top-dose-only effect, or another doubt; inactive = no such curve, though single readings can be large or run the other way;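 also: 0% = wells with enzyme and -100% = buffer wells without enzyme; nearly all actives have a fitted effect of over 50% in size; many of its hits are not listed in these tables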
Target sequence (B2RXH2 1-337 limits assumed): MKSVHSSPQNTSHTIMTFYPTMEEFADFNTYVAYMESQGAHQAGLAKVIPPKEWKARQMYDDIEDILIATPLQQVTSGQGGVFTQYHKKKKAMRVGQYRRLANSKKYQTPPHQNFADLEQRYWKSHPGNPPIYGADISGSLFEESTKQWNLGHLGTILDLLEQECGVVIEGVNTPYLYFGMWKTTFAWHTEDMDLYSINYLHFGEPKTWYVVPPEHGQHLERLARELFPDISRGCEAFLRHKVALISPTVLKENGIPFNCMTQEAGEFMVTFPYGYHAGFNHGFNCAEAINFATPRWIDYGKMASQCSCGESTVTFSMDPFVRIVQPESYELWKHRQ
ALDH1A1 block: blocks purified human ALDH1A1 activity. AID 1030. Purified ALDH1A1, NADH fluorescence, propionaldehyde substrate. P00352. actives 7.3% (n = 220,000). Potency, µM (top dose mostly 75.3 µM), for the others: at the highest dose activity, negative = inhibition, most hits filed as inhibitors; active = well fitted inhibition curve with a large enough effect, not every such curve was filed as active; inconclusive = small, poorly fitted or top-dose-only effect, or another doubt; inactive = no such curve, though single readings can be large or run the other way;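 also: plate controls were no enzyme wells and a reference inhibitor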
Target sequence (P00352 whole entry, looked up): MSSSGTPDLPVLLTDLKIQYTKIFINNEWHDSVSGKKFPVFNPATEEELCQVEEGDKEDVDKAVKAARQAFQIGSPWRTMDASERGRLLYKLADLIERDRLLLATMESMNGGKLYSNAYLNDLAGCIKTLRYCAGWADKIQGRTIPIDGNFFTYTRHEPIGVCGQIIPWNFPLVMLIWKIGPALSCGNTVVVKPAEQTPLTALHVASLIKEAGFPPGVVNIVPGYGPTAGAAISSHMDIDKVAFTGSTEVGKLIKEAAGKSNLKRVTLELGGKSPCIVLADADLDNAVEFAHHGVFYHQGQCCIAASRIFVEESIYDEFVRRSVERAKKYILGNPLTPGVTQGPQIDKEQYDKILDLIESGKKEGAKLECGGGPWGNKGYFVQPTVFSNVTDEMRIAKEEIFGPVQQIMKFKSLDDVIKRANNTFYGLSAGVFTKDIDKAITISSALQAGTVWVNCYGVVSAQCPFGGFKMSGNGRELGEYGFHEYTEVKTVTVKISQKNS
HTT aggregate: mutant huntingtin aggregation inhibition; PC12 HttQ103-GFP aggregates, Acumen cytometry, 40 h; Potency, µM (top dose mostly 46.1 µM), without a hit: at the top dose activity change, negative = inhibition, actives largely listed as inhibitors; actives 1.1% (n = 220,000); also: % is scaled to controls: 0 for no effect and ±100 for the full control effect; nearly all actives have a fitted effect of over 60% in size
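Inducible Q103 Huntingtin exon 1–GFP PC12 line, 1500 cells/well in phenol red free DMEM with 5% equine and 5% calf serum. Tebufenozide 100 nM induced expression; compounds titrated; aggregates quantified by cytometry.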
SMN2 splice enh: SMN2 splice variant enhancement | HEK293 SMN2-luciferase splicing reporter, luminescence, 30-36 h | Potency, µM (doses to about 46.1 µM), inactives show at the highest dose activity change, positive = activation, usual class: activators | actives 2.8% (n = 210,000) | AID 1458; also: % of control where 0% means no effect; nearly all actives have a fitted effect of over 55% in size
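HEK293 cells carry an SMN2 […]–luciferase reporter in which exon 7 inclusion puts luciferase in frame. Cells were plated 10-12 h before compound addition, then incubated 30-36 h at 37C. ONE-Glo luminescence was read; sodium butyrate at 4.5 mM final served as control.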
Tau fibril ThT: tau fibrillization inhibition (ThT binding); recombinant tau K18 P301L (four-repeat tau fragment), heparin-induced fibrillization, ThT fluorescence; Potency, µM (titrated, usually from 57.4 µM), inactives show at the highest dose activity, negative = inhibition, most hits filed as inhibitors; actives 2.1% (n = 270,000); also: % is scaled to controls: 0 for no effect and ±100 for the full control effect; nearly all actives have a fitted effect of over 55% in size
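Aggregation was driven by heparin (20 uM final) acting on recombinant tau […] bearing P301L in 100 mM sodium acetate pH 7; fibrils were detected with Thioflavin T.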
The depositor's hits bear a star; ? = inconclusive; . = no result given; & = joins results of further samples; ! = not active in a repeat; [ ] = another dose, or the depositor's remark. Unless noted, calls follow the shape of the dose curve; as a rule, active = well fitted curve in the direction sought with a large enough effect; inconclusive = small, poorly fitted or top-dose-only effect, or another doubt; inactive = no such curve, though single readings can be large; an effect the other way counts as inactive or inconclusive. Potency is read from the fitted curve at half-maximal effect. This is a subset; the hit share may differ from the screen's.

compound	HTT cytoprotect	Tau fibril FP	Tau fluor cs	JMJD2E inh	ALDH1A1 block	HTT aggregate	SMN2 splice enh	Tau fibril ThT
CSc1ncc(/C=C2/C(=O)NC(=O)N(C)C2=O)cn1	2%	?	-23%	25µM*	-9%	-9%	-13%	?
O=c1[nH]c(=S)n(C2CCCCC2)c(O)c1/C=N/N1CCOCC1	2%[10 µM]	-2%	-11%	-10%	.	-11%[9.22 µM]	.	-10%
O=C(Cn1cc(C(=O)c2ccccc2F)c2ccccc21)NCc1ccco1	-2%	1%	6%	-2%	?	4%	-6%	5%
CCC(C)C(=O)c1c(O)c(C)c2oc3c(C)c(O)c(C(=O)C(C)CC)c(O)c3c2c1O (configuration not stated)	.	7%	?	10%	0%	.	5%	-19%
CC(C)N1CC=C(c2c[nH]c3ccccc23)CC1	-43%[inhibitor]	3%	-2%	?	-12%	?	-24%	0%
CC1Oc2cc3c(-c4c(O)cc(O)c5c(O)c6c(cc45)OC(C)C(C)C6=O)c(O)cc(O)c3c(O)c2C(=O)C1C (configuration not stated)	-52%[inhibitor][10 µM]	?	13µM*[quencher]	20µM*	?	-38%[9.22 µM]	.	13µM*
Cc1onc(-c2ccccc2Cl)c1C(=O)OCC(=O)c1ccc2c(c1)OCCO2	21%[10 µM]	-5%	-25%	?	?	?	13%	4%
C/C(=N\Nc1ccccc1)c1c(O)n(C)c(=O)n(C)c1=O	-15%[10 µM]	7%	-13%	?	25µM*	0%	-54%[inhibitor]	?
Oc1ccc2c3c1O[C@H]1c4[nH]c5c(c4C[C@@]4(O)[C@@H](C2)N(CC2CC2)CC[C@]314)C[C@@]1(O)[C@H]2Cc3ccc(O)c4c3[C@@]1(CCN2CC1CC1)[C@H]5O4	-19%	?	-16%&-26%	?	5%&3%	.	-11%&-10%	?
COc1ccc(/C=C/C(=O)c2c(O)n(CCC3=CCCCC3)c(=O)[nH]c2=O)cc1	.	-11%	-11%	4%	?	?	-91%[inhibitor]	?
CCCCC/C=C\C=C\[C@H](CCCCCCCC(=O)O)OO	-32%&-10%[inhibitor]	-2%&4%	-6%&-3%	-4%	2%&7%	.	-3%&-8%	-5%&1%
Cc1ccc(C)c(-n2c(C)nc3ccccc3c2=O)c1	?	-2%	-10%	2%	.	26%[9.22 µM]	.	-6%
CN1C(=O)CCS(=O)(=O)[C@H]1c1ccc(Cl)cc1	4%	-6%	-6%	-1%	4%	.	.	-10%
Cc1ccc(-n2c(O)c(C=NCCCn3ccnc3)c(=O)[nH]c2=O)cc1	19%[10 µM]	-4%	-12%	0%	.	-7%[9.22 µM]	.	-11%
CN(C(=O)Cc1ccc(Cl)c(Cl)c1)C(CN1CCCC1)c1cccc(N=C=S)c1 (configuration not stated)	-83%[inhibitor]	?	?	.	?	.	-92%[inhibitor]	?
CCOC(=O)C(O)(c1ccc(N(CC)C(=O)OC)cc1)C(F)(F)F (configuration not stated)	-2%[0.074 µM]	10%	-1%	-3%	3%	1.6µM*	-6%	-4%
CN1CC[C@@]2(C)c3cc(O)ccc3N(C)C12 (some centres not stated)	.	8.9µM*	?	5µM*	?	.	-32%[inhibitor]	7.1µM*
C=CCn1c(O)c(C(=O)CCCCCC)c(=O)[nH]c1=O	-43%[inhibitor]	1%	-3%	?	?	?	-26%	-1%
CC(C)CN(C(=O)CN1CC=C(c2ccccc2)CC1)c1c(N)n(CC(C)C)c(=O)[nH]c1=O	13%[10 µM]	-10%	-8%	28µM*	-3%	17%	8%	-17%
CC1Cc2ccccc2N1C(=O)COC(=O)c1ccc(Cl)nc1 (configuration not stated)	7%	0%	-1%	14%	?	12%	-25%	0%
O=C(Cn1c(=O)n(CC2CS2)c2ccccc21)N1CCCCCC1 (configuration not stated)	3%[10 µM]	-1%	-8%	2%	-3%	11%[9.22 µM]	-11%	-8%
CCc1cccc(C)c1N(C(=O)CCl)C(C)COC (configuration not stated)	.	-4%	-3%	16%	6%	.	-4%	-4%
Cc1cc(C)cc(C(=O)OC2C[C@H]3CC[C@@H](C2)N3C)c1 (some centres not stated)	-14%[1.9 µM]	9%	5%	11%	6%	.	.	2%
CCN1c2nc3c(C)cccn3c(=O)c2CC2(C(=O)N(C)C(=O)N(C)C2=O)C1C (configuration not stated)	-1%[10 µM]	4%	7%	?	3%	10%	1%	2%
C=CCn1c(O)c(C(C)=Nc2ccc(N(CC)CC)cc2)c(=O)[nH]c1=O	-11%[10 µM]	-4%	-14%	?	?	15%	-10%	?
CCN(CC)C(=O)c1ccc(NC(=O)CCn2nc(-c3ccc(C)cc3)c3ccccc3c2=O)cc1	.	-6%	-16%	.	.	.	-21%	?
CC(C)=CCC/C(C)=C/CN(CC(C)O)CC(C)O (configuration not stated)	0%	-3%	-3%	?	-12%	-1%	24%	-1%
CC12CN3CCN(C1)CC(C)(C3)C2=NO	-1%	-7%	-2%	2%	-4%	-6%	-12%	-9%
COc1cc2c(cc1OC)CN(c1ccc([N+](=O)[O-])c(C(F)(F)F)c1)CC2	15%[10 µM]	-10%	-22%	6%	4%	?	-12%	?
CC(=O)O.CC(=O)O.[Cd]	.	-15%	-8%	20µM*	13µM*	.	-82%[inhibitor]	?
Cc1ccc(N(C)C(=O)Oc2cccc3ccc(C)nc23)cc1	-13%	-1%	-6%	-1%	6%	5%	-6%	-7%
Brc1ccc(C2N3CCCN23)cc1 (configuration not stated)	-23%[0.074 µM]	-3%	8%	4%	8%	11%	20%	5%
CC1NCCC2(O)CCCCC12 (configuration not stated)	13%[10 µM]	?	-4%	-1%	9%	11%[9.22 µM]	.	-4%
CCN(CC)c1ccc(C=C2C(=O)NC(=S)NC2=O)cc1	-9%[10 µM]	-7%	?	?	0.11µM*	-3%[9.22 µM]	.	?
C[N+]1(C)CCc2cc3c(cc2[C@H]1[C@@H]1OC(=O)c2c1ccc1c2OCO1)OCO3	.	6%&7%	-12%&5%	-17%	?	0%	-25%	-10%&-7%
OCC12COC3c4ccccc4C(OC1)N32 (configuration not stated)	-4%[1.9 µM]	-9%	-1%	1%	1%	6%	6%	1%
CC(C)(C)C(O)C(Oc1ccc(Cl)cc1)n1cncn1 (configuration not stated)	-3%[0.074 µM]	5%	-2%	7%	9%	8%	-2%	-1%
CCN1C[C@@]2(COC)[C@H]3[C@@H](OC)[C@H]4C1[C@@]3([C@H](OC)C[C@@H]2O)[C@H]1C[C@@]2(O)[C@@H](OC(=O)c3ccccc3)[C@@H]1[C@@]4(OC(C)=O)[C@H](O)[C@@H]2OC	1%[40.3 µM]	.	.	-3%[25.5 µM]	1%[20.9 µM]	.	7%[20.6 µM]	.
COCCOC(=O)c1c(N)n(Cc2ccc(OC)cc2)c2nc3ccccc3nc12	-7%[0.074 µM]	12%	-25%	?	?	-12%	26%	10%
CCCc1[nH]nc2c1C(c1ccc(OC)c(Cn3nnc4ccccc43)c1)C(C#N)=C(N)O2 (configuration not stated)	-19%	3%	-22%	-2%	?	12%	-14%	-15%
CN1CCN(/N=C/c2c(O)n(CCC3=CCCCC3)c(=S)[nH]c2=O)CC1	-9%[10 µM]	2%	-17%	-10%	.	-10%[9.22 µM]	.	?
COCCN1C(=O)NC(=O)/C(=C\c2ccc(Br)cc2)C1=O	16%[10 µM]	?	-6%	-10%	?	9%	-7%	?
C[C@]12CC[C@H]3[C@@H](CCC4=CC(=O)CC[C@@H]43)[C@@H]1CC[C@@H]2O	-23%	1%	-7%	.	?	.	.	-7%
C[C@]12CCC(=O)C(O)=C1CC[C@@H]1[C@@H]2CC[C@]2(C)C(=O)CC[C@@H]12	.	11%	-6%	5%	?	15%	-34%[inhibitor]	-5%
O=CC(Cl)P(=O)(N1CCCCC1)N1CCCCC1 (configuration not stated)	-15%	-6%	-18%	-2%	2%	?	.	?
CCCCOC(=O)C1=C(N)OC2=C(C(=O)CCC2)[C@]12C(=O)N(C)c1ccccc12	14%	-2%	-7%	3%	6%	13%	?	-4%
CCCc1nc2ccc(Br)cc2c(=O)n1-c1ccc([N+](=O)[O-])c(C(F)(F)F)c1	19%[10 µM]	-3%	?	3%	-7%	?	.	-14%
CCc1cccc(C)c1NC(=S)N1CC2CC(C1)c1cccc(=O)n1C2 (configuration not stated)	18%[10 µM]	-8%	5%	3%	12%	1%	3%	1%
Cc1ccc2cc3c(ccc4ccccc43)c3c2c1CC3	-42%[inhibitor]	?	-25%	.	?	.	10%	16µM*
Cc1cc(C=C(C#N)C#N)ccc1N1CCCC1	-81%[inhibitor][10 µM]	-5%	?	7%	?	?	-20%	?

Later entries:
compound	HTT cytoprotect	Tau fibril FP	Tau fluor cs	JMJD2E inh	ALDH1A1 block	HTT aggregate	SMN2 splice enh	Tau fibril ThT
O=C(O)CCn1cc(C=C2C(=O)NC(=S)NC2=O)c(-c2cc3ccccc3oc2=O)n1	29%[10 µM]	6%	14%	-4%	?	12%[9.22 µM]	-25%	10%
O=c1[nH]c(=O)n(CCC2=CCCCC2)c(O)c1C=NCCCn1ccnc1	4%[0.074 µM]	-1%	0%	3%	-6%	-7%	-12%	3%
Cc1cc(/C=C2\C(=O)NC(=O)N(c3ccc(Cl)cc3)C2=O)c(C)n1C	-7%[10 µM]	3%	-5%	1%	-7%	-2%[9.22 µM]	-4%	?
Cc1ccc(OCCn2cccc2/C=C2/C(=O)NC(=O)N(Cc3ccco3)C2=O)cc1	17%[10 µM]	3%	-22%	-3%	.	5%[9.22 µM]	.	.
CCC(=O)CC(c1ccccc1)c1c(O)c2ccccc2sc1=O (configuration not stated)	12%[10 µM]	7%	6%	-8%	?	-7%	-8%	6%
CNc1cc(N2CCN(C)CC2)ccc1[N+](=O)[O-]	.	3%	3%	-2%	-4%	9%	2%	?
CC(C)(C)c1cc(C=C(C#N)C#N)cc(C(C)(C)C)c1O	-76%[inhibitor]	?	?	19%	8.9µM*!	.	-65%&-71%&-59%[inhibitor]	16µM*
Cc1ccc(C2=NCC(=O)N(CC(=O)N3CCCCC3)c3sc(C)c(C)c32)cc1	0%	1%	0%	1%	-10%	-7%	6%	-4%
